Screening data: PubChem, several laboratories
RmlC RmlD mix: mixture blocks RmlC and RmlD coupled enzyme activity. RmlC/RmlD coupled enzyme inhibition, 384-well mixture HTS. inhibition, % at 5.5 µM. 110,000 compounds, 0.39% hits. AID 1532; in the data active = inhibition above about 30%, passing the limit was not always enough; inconclusive = no clear call, values can overlap the other calls; note: strong numbers were not always called active
RT RNaseH block: inhibitors of HIV-1 reverse transcriptase RNase H; P04585; RT-RNase H RNA/DNA duplex cleavage, fluorescence; inhibition, % at 10 µM; 65,000 compounds, 1.9% hits; AID 565; in the data active = inhibition above about 50%
Numbers without * were called inactive; ? = inconclusive; . = not tested or not shown; & = joins results of further samples.

SMILES	RmlC RmlD mix	RT RNaseH block
Cc1ccccc1N(CC(=O)NCc1ccc2c(c1)OCO2)C(=O)CCC(=O)Nc1ccccn1	-35	-2
COc1ccccc1-c1nnc(SCC(=O)Nc2cc(C)on2)o1	9	-9
O=C1NC(=O)c2cc(NC(=O)C3CCCCC3)ccc21	-7	-16
Cn1c(=O)n(Cc2ccccc2F)c(=O)c2c1nc1n2CCCN1CCc1ccccc1	-15	-1
COc1ccc(Oc2ncnc3c2oc2ccc(Br)cc23)cc1	29	11
O=S(=O)(c1ccc(F)cc1)N1CCC(N2CCCC2)CC1	4	-2
C[C@@H]1CCC[C@@]2(O[C@@H](CCO)C[C@@H](O)[C@@H]2O)O1	-10	.
CC(=O)Oc1ccc(C(c2ccc(OC(C)=O)cc2)c2ccccn2)cc1	-10	-9
CCOC(=O)C1C(=O)C=C(c2cccc(NS(C)(=O)=O)c2)CC1c1ccco1 (stereo unspecified)	-7	.
C=CCn1c(COc2ccc(CC)cc2)nnc1SCC(=O)N(C)C1CCS(=O)(=O)C1 (stereo unspecified)	-1	2
CN1CCN(S(=O)(=O)c2ccc(Sc3nc4ccccc4[nH]3)c3nsnc23)CC1	6	-5
Cc1ccc(NC(=O)CS(=O)CC(=O)Nc2ccc3c(c2)OCO3)cc1Cl (stereo unspecified)	-11	19
CC1CCN(S(=O)(=O)c2ccc(NC(=O)Cn3nnc(-c4ccccc4)n3)cc2)CC1	-25	70*
Cn1cccc1Cc1nnc(SCC(N)=O)n1-c1ccc(F)cc1	17	8
CCOc1ccc(C(=O)c2cnc3ccccc3c2N2CCN(CC)CC2)cc1	10	.
CC(C)NC(=O)C1CCCN(S(=O)(=O)c2cccs2)C1 (stereo unspecified)	5	-12
O=C1CC(N2CCN(c3ccc(O)cc3)CC2)C(=O)N1Cc1cccs1 (stereo unspecified)	-5	81*
Cc1ccsc1-c1nc(CSCC(=O)NCCN2CCCC2)c(C)o1	-8	-1
COc1ccc(N2CCN(C(c3ccccc3OC)c3nnnn3Cc3ccco3)CC2)cc1 (stereo unspecified)	8	51*
COC(=O)CNC(=O)C1CCCN1C(=O)CNC(=O)OC(C)(C)C (stereo unspecified)	-13	-5
CCn1cc(C(=O)O)c(=O)c2ccc(C)nc21	4&6	-5
CCCNc1nc2c(c(=O)n(C)c(=O)n2C)n1Cc1ccc(F)cc1	6	6
CCO[C@H]1OC(C(=O)N2CCN(Cc3ccc4c(c3)OCO4)CC2)=C[C@@H](C(C)(C)C)[C@@H]1CCCO	7	.
S=c1nccc(-c2cc(Cl)sc2Cl)[nH]1	0	.
CCC(Cc1ccccc1)NC(=O)CN(C)S(=O)(=O)c1ccc2c(c1)c(=O)n(C)c(=O)n2C (stereo unspecified)	-3	.
O=[N+]([O-])c1ccc(N2CCCC2)cc1N1CCCC1	7	.
Cc1cc(C)nc(N2CCC(C(=O)Nc3ccc(Oc4ccccc4)cc3)CC2)n1	12	45
CCCCOc1ccccc1NC(=O)c1ccc(=O)[nH]c1	2	-11
Cc1c(C(=O)NCc2ccc3c(c2)OCO3)oc2ccc(S(=O)(=O)N3CCCC3)cc12	-6	39
Cc1nc2c(c(C)nn2-c2ccccc2)c(C)c1Cl	-4	-1
COC(=O)c1ccc(OCC(O)CN(CCO)CCO)cc1 (stereo unspecified)	7	0
CC1CN(C(=O)c2cc3ccccc3oc2=O)CC(C)O1 (stereo unspecified)	-10	3
Cc1nc(NC(=O)COc2ccccc2)sc1C(=O)Nc1ccccc1	-7	.
Cc1ccc(N2CC(C(=O)NCc3cccnc3)CC2=O)cc1 (stereo unspecified)	-8	-5
COc1ccc(CNC(=O)C2CCCN2S(=O)(=O)c2ccc(C)cc2)cc1 (stereo unspecified)	-7	2
C/C(=N\N=C(/N)SC1CC(=O)N(c2ccc(Cl)cc2)C1=O)c1cccs1 (stereo unspecified)	1	.
COc1ccc(CCNS(=O)(=O)c2ccc(C3CNC(=O)C3)cc2)cc1OC (stereo unspecified)	-42	7
ClC(Br)=C(n1cnc2ccccc21)n1cnc2ccccc21	.	3
O=C(NCc1ccccc1)c1onc(CSc2ccc(Cl)cc2)c1C(=O)NCc1ccccc1	-7	.
O=C(CSc1nnc(NC(=O)C2CCC2)s1)NC1CC1	-9	0
CN1/C(=N\O)c2cccc3cccc1c23	16	61*
COc1ccc(-c2nnc(Nc3nc4c(OC)cccc4s3)o2)c(OC)c1	16	-19
COc1cc(NC(=O)c2ccco2)c(C(=O)OCC(=O)Nc2ncc(Cl)cc2Cl)cc1OC	8	.
Cn1c(=O)[nH]c(=O)c2c1nc(N1CCCCCC1)n2CCSc1nc2ccccc2o1	.	-12
CCn1cc(Br)c(C(=O)Nc2ccc(Cl)cc2Cl)n1	-11	.
CC(=O)c1c(C)[nH]c(C(=O)Nc2ccc(C)c(C)c2)c1C	8	.
CCN(CC)CCCNC(=O)c1[nH]c(C)c(C(=O)NC2CCCCC2)c1C	10	.
CCOC(=O)c1c(C2COc3ccccc3O2)csc1NC(=O)c1ccccc1 (stereo unspecified)	-110	.
Cc1ccccc1Oc1ccc(-c2nc(N)nc(N)n2)cc1	12	.
COc1ccc(NC(=O)C(CCS(C)(=O)=O)NC(C)=O)cc1 (stereo unspecified)	-18	-9
Following part.
SMILES	RmlC RmlD mix	RT RNaseH block
O=C(OCC(=O)N1CCN(C(=O)c2ccco2)CC1)c1sc2ccccc2c1Cl	1	4
CC1CCCN(C(=O)c2cc3c(-c4ccc(Cl)cc4)nn(C)c3s2)C1 (stereo unspecified)	-14	-4
Fc1ccc(C2CC(c3ccco3)=NN2c2ccccc2)cc1 (stereo unspecified)	-206	.
OC(C#Cc1ccccn1)c1cccs1 (stereo unspecified)	6	3
CNC(=O)COc1ncnc2sc(C)c(C)c12	2	.
O=C(Nc1ccccc1C(=O)NCCc1ccccc1)c1ccco1	6	.
Cc1cc(NC(=O)CSc2cn(CCNC(=O)c3ccc(F)cc3)c3ccccc23)no1	116	-39
CCOC(=O)C1=C(C)NC2=C(C(=O)CC(C)(C)C2)C1c1cccc(C)n1 (stereo unspecified)	0	-3
CCCCCCCCCC(=O)N/N=C/c1ccc(C)s1	9	.
O=C(O)CCCC(=O)Nc1nc(-c2ccccc2)cs1	7	-6
O=C(O)CCC(=O)Nc1ccc(C(=O)N2CCCCC2)cc1	14	.
CCC1Oc2ccccc2N(CC(=O)NCCCN2CCCCC2C)C1=O (stereo unspecified)	-22	-4
Cc1cc(C)c(NC(=O)C(C)Sc2nnc(-c3ccco3)n2-c2ccccc2)c(C)c1 (stereo unspecified)	22	.
Cn1c(=O)c2c(nc(CN3CCN(Cc4ccccc4)CC3)n2CCN2CCOCC2)n(C)c1=O	-8	1
COCCCNC(=O)CCc1nc(-c2ccccc2)no1	-12	2
NC(=O)c1ccccc1NC(=O)Nc1cccc(Cl)c1	5	.
O=C(COc1ccccc1)Nn1cnc2ccccc21	-8	21
N#Cc1c(N)nc(SCc2ccccc2)c(C#N)c1-c1ccco1	-7	-45
CN(C)CCCNC(=O)c1cc2c3ccccc3n(C)c2s1	12	.
Cn1cc(CCC(=O)N2CCC3(CC2)OCCO3)c2ccccc21	-8	2
CCc1nnc(NC(=O)c2cc(S(=O)(=O)N3CCN(c4ccccc4)CC3)ccc2Cl)s1	2	.
O=C(O)C1C2C=CC3(CN(C4CCCC4)C(=O)C13)O2 (stereo unspecified)	6	4
COC(=O)C1CSC(C(=O)OC)N1C(=O)Nc1c(C)cccc1C (stereo unspecified)	-11	.
O=C(COC(=O)CNC(=O)c1ccco1)Nc1ccc(Cl)cn1	-10	.
CC(C)N(C(=O)C(=O)c1cccn1-c1ccccc1C#N)C(C)C	3	.
CC1(C)CC(=O)C=C(NNC(=O)C2CCCCC2)C1	-6	.
CCN=C1SC(CC(=O)Nc2ccccc2)C(=O)N1CC (stereo unspecified)	0	0
O=C(O)CCSc1nnc(-c2ccc3c(c2)OCO3)o1	10	-6
CC(=O)OC(C(=O)N1CCN(c2ccccc2F)CC1)c1ccccc1 (stereo unspecified)	-15	.
O=C(c1ccc(Cl)cc1)C1C2C(=O)N(c3ccccc3)C(=O)C2C2CCCN21 (stereo unspecified)	-8	-34
Oc1ccc2oc3c(c2c1)CCCC3	8	.
O=c1nc(-c2ccccc2)cn[nH]1	-7	-2
COc1ccc(CC(NC(C)=O)C(=O)NC2CCN(c3nc(C)cc(C)c3C#N)CC2)c(OC)c1 (stereo unspecified)	10	-2
COC(=O)c1cc(NC(=O)c2cc(C)oc2C)cc(C(=O)OC)c1	-12	.
Cc1cc(C)nc(SCC(=O)c2ccc3c(c2)OCCO3)n1	-11	.
CC(C)c1ccccc1OCC(=O)NCC(c1cccs1)N1CCOCC1 (stereo unspecified)	-3	.
COc1ccccc1CNC(=O)C(CCSC)NS(=O)(=O)c1ccc2c(c1)oc(=O)n2C (stereo unspecified)	-14	-18
CC1(C)CC(=O)C=C(Nc2ccccc2F)C1	-7	2
CCO[C@@H]1OC(C(N)=O)=C[C@H](c2ccc(Br)cc2)[C@H]1CCCO	4	.
CC1(C)CC(CC(=O)O)(c2ccccc2)CCO1 (stereo unspecified)	-4	2
COc1cccc(NC(=O)Cn2c(=O)oc3ccccc32)c1	6	-9
O=C(CCCCCNS(=O)(=O)c1ccc(Br)cc1)NCCN1CCOCC1	-1	-6
CCC(=O)N/C(N)=N/c1nc(C)c2cc(OC)ccc2n1	-9	-24
COc1ccccc1OCC(=O)NNC(=S)NC(=O)c1ccco1	-12	.
O=C(Nc1nnc(-c2cccs2)o1)c1ccco1	16	-5
CCc1ccc2[nH]c(=O)c(C(c3nnnn3CCOC)N3CCN(c4ccccc4F)CC3)cc2c1 (stereo unspecified)	-3	8
O=C(CN(Cc1ccc2c(c1)OCO2)C(=O)c1cnsn1)NC1CCCC1	-10	-3
O=C(CCC(=O)Nc1nnc(C2CCCCC2)s1)NCc1cccs1	4	5
CC(C)C(=O)Nc1cccc(C(=O)Nc2nnc(C(C)(C)C)s2)c1	-4	.
O=[N+]([O-])c1ccc(N2CCCCC2)c(Cl)c1N1CCCCC1	11	.
Remaining list, next part:
SMILES	RmlC RmlD mix	RT RNaseH block
COCCn1nnnc1C(c1ccc(OC)cc1OC)N1CCN(c2ccccc2)CC1 (stereo unspecified)	7	1
COc1ccc(N=Cc2c[nH][nH]c2=O)cc1	-5	.
COc1cccc(C(=O)Nc2nc(-c3ccc4c(c3)OCO4)cs2)c1	-13	.
COCCn1c(SCc2nc(N)nc(Nc3ccccc3C)n2)nc2ccccc2c1=O	-2	.
Cc1ccnc(N/N=C/c2ccco2)n1	16	.
COc1ccc(NC(=O)COC(=O)c2c(-c3ccccc3)noc2C)cc1	10	.
C=C(C)Cn1c(CCNC(=O)C(C)C)nc2ccccc21	9	-1
COc1cccc(C(=O)Nc2cc(C(=O)NCCc3ccccc3)ccc2Cl)c1	-16	.
COc1cc(=O)[nH]c(=O)n1CC(=O)c1ccccc1	5	-4
COc1cnc(-c2ccccn2)nc1Oc1ccc(Cl)cc1	7	.
CCCn1nnc(NC(=O)Cc2ccccc2)n1	-7	.
CCOc1ccc(NC(=O)c2nnn(CC(=O)Nc3ccccc3OC)c2N)cc1	-2	-23
O=C1CCCC(O)=C1C=NCCc1ccccc1	3	-3
CCn1c(O)c(C(C#N)=C2N=c3ccccc3=N2)c2ccccc21	-9	.
Cc1ccccc1OC1C(=O)N(Cc2ccc3c(c2)OCO3)C1c1sccc1C (stereo unspecified)	?	.
Cc1cc(C)nc(SCC(=O)N/N=C/c2cccn2-c2cccc(C(F)(F)F)c2)n1	7	.

Compounds listed so far that contain a Cl atom:
SMILES	RmlC RmlD mix	RT RNaseH block
Cc1ccc(NC(=O)CS(=O)CC(=O)Nc2ccc3c(c2)OCO3)cc1Cl (stereo unspecified)	-11	19
S=c1nccc(-c2cc(Cl)sc2Cl)[nH]1	0	.
Cc1nc2c(c(C)nn2-c2ccccc2)c(C)c1Cl	-4	-1
C/C(=N\N=C(/N)SC1CC(=O)N(c2ccc(Cl)cc2)C1=O)c1cccs1 (stereo unspecified)	1	.
ClC(Br)=C(n1cnc2ccccc21)n1cnc2ccccc21	.	3
O=C(NCc1ccccc1)c1onc(CSc2ccc(Cl)cc2)c1C(=O)NCc1ccccc1	-7	.
COc1cc(NC(=O)c2ccco2)c(C(=O)OCC(=O)Nc2ncc(Cl)cc2Cl)cc1OC	8	.
CCn1cc(Br)c(C(=O)Nc2ccc(Cl)cc2Cl)n1	-11	.
O=C(OCC(=O)N1CCN(C(=O)c2ccco2)CC1)c1sc2ccccc2c1Cl	1	4
CC1CCCN(C(=O)c2cc3c(-c4ccc(Cl)cc4)nn(C)c3s2)C1 (stereo unspecified)	-14	-4
NC(=O)c1ccccc1NC(=O)Nc1cccc(Cl)c1	5	.
CCc1nnc(NC(=O)c2cc(S(=O)(=O)N3CCN(c4ccccc4)CC3)ccc2Cl)s1	2	.
O=C(COC(=O)CNC(=O)c1ccco1)Nc1ccc(Cl)cn1	-10	.
O=C(c1ccc(Cl)cc1)C1C2C(=O)N(c3ccccc3)C(=O)C2C2CCCN21 (stereo unspecified)	-8	-34
O=[N+]([O-])c1ccc(N2CCCCC2)c(Cl)c1N1CCCCC1	11	.
COc1cccc(C(=O)Nc2cc(C(=O)NCCc3ccccc3)ccc2Cl)c1	-16	.
COc1cnc(-c2ccccn2)nc1Oc1ccc(Cl)cc1	7	.

A portion of the library, so the mix of outcomes need not match the whole.
